Source: PubChem BioAssay
SSB-PriA inh = blocks PriA binding to SSB C-terminal tail | AlphaScreen SSBct-PriA binding, biotinylated peptide | inhibition, % at 33 µM | 430,000 compounds, 0.6% hits; in the data active means inhibition mostly above about 37%, no sharp cut-off; inactive means mostly below about 20%;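 further: plate controls were negative control peptide for no effect and reference peptide for full effect; strong numbers were not always called active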
CCHFV vOTU inh = blocks the CCHF virus ovarian tumor domain protease | CCHFV vOTU protease, Pep-AMC fluorescence | inhibition, % at 11.5 µM | 370,000 compounds, 0.55% hits | AID 651958; in the data active means inhibition above about 30%; further: 0% = vehicle wells with enzyme and 100% = no enzyme wells
BoNT A protease = inhibitors of Botulinum neurotoxin A light chain protease; 360,000 compounds, 0.17% hits; AID 588499; multiplex microsphere protease substrate cleavage, flow cytometry; inhibition, % at 10 µM; further: plate controls were buffer without enzyme for full effect and enzyme alone for no effect
Rv3671c protease = inhibits the M. tuberculosis serine protease Rv3671c; inhibition, % at 5.96 µM; 320,000 compounds, 0.048% hits; AID 2606; in the data active means inhibition above about 38%;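 further: extracellular domain of Rv3671c used as enzyme; 0% = enzyme with DMSO and 100% = no enzyme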
Anthrax LF prot = anthrax lethal factor protease inhibition | P15917 | multiplex microsphere protease cleavage assay, LF | inhibition, % at 10 µM | 360,000 compounds, 0.12% hits | AID 588501; further: plate controls were buffer without enzyme for full effect and enzyme alone for no effect
Target sequence (P15917 whole entry, looked up): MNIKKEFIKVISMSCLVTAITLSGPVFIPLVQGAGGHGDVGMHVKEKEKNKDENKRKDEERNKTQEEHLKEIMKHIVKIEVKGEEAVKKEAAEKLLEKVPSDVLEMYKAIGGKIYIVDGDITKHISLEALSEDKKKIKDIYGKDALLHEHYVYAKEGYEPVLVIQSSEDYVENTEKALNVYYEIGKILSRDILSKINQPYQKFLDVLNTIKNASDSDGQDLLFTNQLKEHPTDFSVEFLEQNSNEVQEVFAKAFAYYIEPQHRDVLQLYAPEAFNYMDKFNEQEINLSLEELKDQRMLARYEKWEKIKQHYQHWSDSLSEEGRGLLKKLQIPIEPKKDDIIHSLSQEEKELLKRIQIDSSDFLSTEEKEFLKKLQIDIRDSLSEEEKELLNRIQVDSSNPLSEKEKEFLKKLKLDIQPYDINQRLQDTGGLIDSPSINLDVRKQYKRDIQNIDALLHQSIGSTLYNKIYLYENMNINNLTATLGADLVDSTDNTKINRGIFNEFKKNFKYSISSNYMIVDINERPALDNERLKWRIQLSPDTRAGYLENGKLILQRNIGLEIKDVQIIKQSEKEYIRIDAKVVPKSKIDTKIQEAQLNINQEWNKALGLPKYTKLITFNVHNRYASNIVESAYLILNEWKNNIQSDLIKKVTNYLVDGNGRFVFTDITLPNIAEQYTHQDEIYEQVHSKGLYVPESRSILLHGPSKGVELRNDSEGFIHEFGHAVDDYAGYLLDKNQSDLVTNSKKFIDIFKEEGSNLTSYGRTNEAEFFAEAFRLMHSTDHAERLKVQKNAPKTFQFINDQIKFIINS
DUSP3 inh = inhibitors of human VHR1 phosphatase (DUSP3); P51452; recombinant VHR phosphatase, pNPP absorbance; inhibition, % at 13.3 µM; 290,000 compounds, 0.52% hits; in the data active means inhibition above about 50%; further: some compounds called inactive have numbers as strong as hits
Target sequence (P51452 whole entry, looked up): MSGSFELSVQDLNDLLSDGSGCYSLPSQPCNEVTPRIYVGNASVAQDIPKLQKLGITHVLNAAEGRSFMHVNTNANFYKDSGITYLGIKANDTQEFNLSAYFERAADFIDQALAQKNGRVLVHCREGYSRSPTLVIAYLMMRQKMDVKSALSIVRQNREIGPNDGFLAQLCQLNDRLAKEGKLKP
BoNT-F LC inh = BoNT F light chain protease inhibition; Multiplex microsphere protease cleavage assay, flow cytometry; inhibition, % at 10 µM; 360,000 compounds, 0.22% hits; AID 588497; in the data active means inhibition above about 35%, passing the limit was not always enough; inconclusive means no clear call, values can overlap the other calls; further: plate controls were buffer without enzyme for full effect and enzyme alone for no effect
MazEF act = MazEF (E. coli) toxin RNase activation | P0AE70 | FAM/BHQ RNA-DNA oligo cleavage fluorescence, 5 h | activation, % at 20 µM | 350,000 compounds, 0.32% hits | AID 504720; in the data active means activation above about 50%
Target sequence (P0AE70 whole entry, looked up): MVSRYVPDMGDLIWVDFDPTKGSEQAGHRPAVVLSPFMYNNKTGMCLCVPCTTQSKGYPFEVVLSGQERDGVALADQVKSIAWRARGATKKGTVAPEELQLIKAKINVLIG
3CLpro inhibitor = SARS-CoV 3CLpro protease inhibition. recombinant SARS-CoV 3CLpro, quenched FRET peptide cleavage. inhibition, % at 6 µM. 290,000 compounds, 0.14% hits. AID 1706; in the data active means inhibition above about 12%
PrPC surface inh = reduces human prion protein on the cell surface; 370,000 compounds, 0.43% hits; inhibition, % at 13.8 µM; P04156; cell surface PrPC, TR-FRET read-out; in the data active means inhibition above about 24%; further: 0% = median of the test wells and 100% = reference compound wells
An asterisk follows results filed as active; ? = inconclusive; . = no result given. Unless noted, no stated cut-off is given here; in the data, active means inhibition above about 30%; inconclusive means no clear call, values can overlap the other calls; inactive means below that.

compound	SSB-PriA inh	CCHFV vOTU inh	BoNT A protease	Rv3671c protease	Anthrax LF prot	DUSP3 inh	BoNT-F LC inh	MazEF act	3CLpro inhibitor	PrPC surface inh
CCCCN(C(=O)C(C)Oc1ccc(Br)cc1)c1c(N)n(Cc2ccccc2)c(=O)[nH]c1=O (centres undefined)	-9.8	5.4	1.4	8.5	0.3	6.5	-2.5	-1.8	1.7	5.1
Cc1cccc(N2CCN(C(c3ccccc3)c3nnnn3CC3CCCO3)CC2)c1C (centres undefined)	-3.4	11.1	-0.6	8.8	2.1	-14.6	-5.9	-6.5	1.7	1.6
CCN1C(=O)[C@H]2[C@@H](c3ccc(-c4cc(C(C)=O)cs4)cc3)N3CCC[C@@]3(C(=O)OC)[C@H]2C1=O	6.1	-2.0	0.5	-3.6	0.5	.	-0.9	4.1	.	-7.7
CCOc1ccccc1NC(=O)Nc1cnccn1	8.9	-19.8	-0.1	-17.3	0.4	27.0	4.4	1.9	2.1	2.8
CCc1ccc(NC(=O)C(=O)NCCN2CCN(C(=O)c3ccco3)CC2)cc1	4.0	-8.6	0.3	-5.2	1.4	4.4	4.4	2.6	-4.7	-6.3
Cc1ccccc1NC(=S)N(Cc1ccccc1)Cc1cccnc1	2.3	-2.8	-3.1	-2.8	-5.1	17.8	-20.5	0.2	8.6	5.7
Cc1sc2ncnc(NCc3cccs3)c2c1C	-12.1	2.4	0.9	7.7	3.4	28.7	2.3	-2.3	3.7	16.8
COc1ccc2cc(C#N)c(SCC(=O)N3CCCC3)nc2c1	-15.5	-3.5	-1.1	0.1	-8.1	13.3	-3.3	7.8	-0.2	0.2
C=CC[C@H](CC(=O)NCCO)C(=O)NCCOC(=O)[C@@H](CC=C)CC(=O)OC(C)(C)C	-1.6	10.9	0.8	1.7	1.2	.	-2.7	9.8	.	4.7
O=C(c1cccnc1)N1CCN(S(=O)(=O)c2ccc(Cl)cc2)CC1	-15.0	14.9	0.0	-0.8	-0.9	-28.7	4.8	-5.8	-4.0	7.5
CCc1nc2ccc(C(=O)N(C)CCCN(C)C)cn2c1N(C=O)CCC(C)C	.	-6.2	-0.1	.	-6.3	.	0.9	.	.	-3.8
CCN(CC)Cc1ccc(OC)c(Cl)c1	-20.9	-11.5	-0.5	7.4	-1.2	24.6	4.0	1.9	-3.0	-2.4
COc1ccc(/C=C/C(=O)OCC(=O)c2c(C)[nH]c3ccccc23)cc1OC	-2.9	8.2	0.0	-25.8	0.2	-2.2	2.7	2.6	4.6	-8.1
Cc1ccc(-n2c(SCC(=O)Nc3ccc4cn[nH]c4c3)nnc2-c2ccco2)cc1	4.6	-0.4	-0.4	4.5	6.3	0.1	-6.8	5.1	1.1	-0.9
COc1ccc(C2=NO[C@@H]3[C@@H]4C[C@@H]([C@H]5C(=O)N(c6ccc7c(c6)OCO7)C(=O)[C@@H]45)[C@H]23)cc1OC	3.1	-10.8	0.5	4.7	-1.8	4.0	-3.1	-1.5	3.1	3.1

Limited to DUSP3 inh and 3CLpro inhibitor, for some of the entries so far:
Compound,DUSP3 inh,3CLpro inhibitor
CCCCN(C(=O)C(C)Oc1ccc(Br)cc1)c1c(N)n(Cc2ccccc2)c(=O)[nH]c1=O (centres undefined),6.5,1.7
Cc1cccc(N2CCN(C(c3ccccc3)c3nnnn3CC3CCCO3)CC2)c1C (centres undefined),-14.6,1.7

The list continues.
compound	SSB-PriA inh	CCHFV vOTU inh	BoNT A protease	Rv3671c protease	Anthrax LF prot	DUSP3 inh	BoNT-F LC inh	MazEF act	3CLpro inhibitor	PrPC surface inh
NC(=O)c1ccsc1NC(=O)COC(=O)/C=C/c1ccccc1	-14.9	-2.2	-80.7	-19.2	-15.4	.	-140.7	1.3	.	-5.6
Cc1nc2sc(C(c3cccc(F)c3)N3CCOCC3)c(O)n2n1 (centres undefined)	0.1	-2.8	0.1	-8.0	3.3	5.6	2.6	-0.5	-4.1	6.1
COc1ccc(OC)c(NC(=O)C(=O)NCc2ccncc2)c1	-5.4	5.4	-0.5	-1.3	-3.5	18.0	-1.3	-3.1	1.6	4.1
CCOC(=O)c1[nH]c2ccccc2c1NC(=O)C(CC)CC	-14.0	-2.2	-0.5	4.3	3.2	29.4	3.6	8.3	4.5	1.2
CC1Cc2ccccc2N1C(=O)Cc1cccs1 (centres undefined)	-20.7	12.8	-6.7	-6.5	-2.8	-14.9	-8.2	-6.7	-8.5	-4.7
CCCNC(=O)CN1C(=O)NC(CCSC)C1=O (centres undefined)	0.9	-8.0	-0.6	-2.7	-5.4	5.1	1.6	14.1	-3.2	6.6
C=CCN1C=C2C(=O)C(C)(OC(=O)CCC(=O)OC)C(=O)C=C2C=C1C1CC1 (centres undefined)	-3.2	27.4	0.4	-30.2	1.4	11.1	-5.0	-0.6	.	0.8
COc1ccccc1NS(=O)(=O)c1cc(NC(=O)C(C)NC(N)=O)ccc1N1CCCC1 (centres undefined)	10.4	17.9	.	-2.4	.	.	.	-1.8	.	-12.0
CC(C)C(=O)Nc1cccc(C(=O)Nc2cc([N+](=O)[O-])ccc2Cl)c1	-12.1	2.2	0.0	4.2	0.8	17.6	-3.5	5.0	-3.8	-13.6
CCC(=O)Nc1ccc(/C(C)=N/NC(=O)c2c(-c3ccccc3Cl)noc2C)cc1	.	5.9	0.4	-1.8	4.2	-1.5	-3.4	4.1	-4.9	8.3
Cc1ccc(NC(=O)COC(=O)c2nn(-c3ccc(Cl)cc3)cc2O)cc1	2.4	0.4	0.1	-5.8	-4.3	.	1.0	-2.5	.	-1.8
CCc1cccc(OCC(=O)Nc2ccc(C(=O)O)cc2NC(=O)COc2cccc(CC)c2)c1	1.5	33.5*	0.5	-11.8	-1.6	-4.4	0.0	3.9	11.5	-0.1
Cc1ccc(CNC(=O)C2CCC(=O)N(CCc3ccc(Cl)cc3)C2)cc1 (centres undefined)	-6.2	0.8	-4.5	-1.4	-3.8	14.9	-6.3	3.3	4.3	-4.2
COc1ccc(NC(=O)Cn2cc(S(=O)(=O)Cc3ccccc3)c3ccccc32)c(OC)c1	4.3	-0.6	1.0	1.3	0.7	-0.2	-2.5	1.3	1.8	5.9
COc1ccc(N(CC(=O)Nc2cccc(C(C)=O)c2)S(C)(=O)=O)cc1OC	-5.5	-1.4	.	6.2	.	8.4	.	-1.3	-1.8	-5.0
O=c1[nH]c(Nc2ccccc2)cc2ccccc12	-8.2	88.4*	-0.3	-138.6	-5.7	13.7	3.9	-8.2	-4.1	-1.9
CCCCN(C(=O)c1ccccc1Br)C(c1ccc(OC)cc1)c1nc2ccccc2[nH]1 (centres undefined)	.	14.2	0.3	.	-6.2	.	-4.2	.	.	12.9
C[C@H](CO)N1C[C@H](C)[C@@H](CN(C)C(=O)Nc2ccc(C(F)(F)F)cc2)Oc2c(NC(=O)C3CCCCC3)cccc2C1=O	-6.4	9.0	0.2	-4.4	-0.5	.	-2.7	7.3	.	6.1
CCOc1ccc2c(c1)C(=O)C(=O)N2CC1COc2ccccc2O1 (centres undefined)	-4.6	-21.5	-4.0	7.9	-12.5	-16.2	2.0	-8.8	57.6*	2.9
c1cncc(-c2cccnc2)c1	-17.2	-12.1	-0.1	-2.3	1.1	24.7	-7.5	-0.9	3.5	3.4
Cc1ccccc1OCC(=O)NNC(=O)C1CC(=O)N(c2ccc3c(c2)OCCO3)C1 (centres undefined)	-5.4	3.4	-0.4	-10.0	-7.2	.	-4.4	4.5	.	-0.3
CC(C)(C)c1ccc(NC(=O)Nc2ccc(OCC(=O)N3CCOCC3)cc2)cc1	5.4	-5.0	0.1	3.8	-2.0	7.2	-5.4	11.7	0.0	7.5
O=C1CCC(C2CCc3cc(O)ccc3C2)C1 (centres undefined)	2.6	-3.2	0.6	.	-1.6	.	10.3	4.0	.	3.5
COc1ccccc1-c1cc(C(=O)NC2CCCC2)no1	-3.7	14.5	-1.2	2.8	0.2	29.3	-1.6	2.6	-1.8	-1.2
COc1ccc(CN2CCC(C(=O)NCCc3ccc(OC)c(OC)c3)CC2)c(OC)c1	-2.3	4.3	-0.1	3.3	-2.5	18.1	-12.7	-2.0	-4.8	-3.1
C#CCNC(=O)C1=C[C@@H](c2cn(C(C)=O)c3ccccc23)C[C@@H](OCCCCO)O1	0.4	6.2	0.3	-2.1	-1.5	16.5	-3.1	3.4	-2.3	-5.8
CCCc1nnc(SCC(=O)NC2CC2)n1C	-3.6	7.7	4.6	-10.1	9.0	30.5	0.5	1.5	-8.9	0.9
CCO[C@H]1OC(C(=O)N2CCN(C)CC2)=C[C@@H](c2ccc(C(F)(F)F)cc2)[C@@H]1CCCO	-8.3	7.5	-0.5	6.1	-9.7	12.0	2.0	2.0	4.0	2.1
COc1cc(NS(=O)(=O)c2ccc(NC(=O)COc3ccc(C)cc3C)cc2)nc(OC)n1	-5.5	4.5	0.2	2.8	-2.0	9.9	1.1	-1.6	2.4	8.7
CC(C)C1C(=O)CC(c2ccccc2)NC1c1ccccc1 (centres undefined)	-23.3	13.2	-1.2	-3.2	10.6	21.0	?	5.0	-2.3	2.1

Reformatted: two of the compounds above
> CCCc1nnc(SCC(=O)NC2CC2)n1C
  SSB-PriA inh: -3.6	CCHFV vOTU inh: 7.7	BoNT A protease: 4.6	Rv3671c protease: -10.1	Anthrax LF prot: 9.0	DUSP3 inh: 30.5	BoNT-F LC inh: 0.5	MazEF act: 1.5	3CLpro inhibitor: -8.9	PrPC surface inh: 0.9

> c1cncc(-c2cccnc2)c1
  SSB-PriA inh: -17.2	CCHFV vOTU inh: -12.1	BoNT A protease: -0.1	Rv3671c protease: -2.3	Anthrax LF prot: 1.1	DUSP3 inh: 24.7	BoNT-F LC inh: -7.5	MazEF act: -0.9	3CLpro inhibitor: 3.5	PrPC surface inh: 3.4

Further records follow:
compound	SSB-PriA inh	CCHFV vOTU inh	BoNT A protease	Rv3671c protease	Anthrax LF prot	DUSP3 inh	BoNT-F LC inh	MazEF act	3CLpro inhibitor	PrPC surface inh
CCOc1cc(N2CCOCC2)c(OCC)cc1NC(=O)CN1C(=O)NC(Cc2ccccc2)C1=O (centres undefined)	-4.8	6.1	-1.5	-2.5	0.2	10.8	-37.0	2.9	3.0	1.5
c1ccc(-c2csc(-c3cccnc3)n2)cc1	-17.3	-8.4	-0.1	-1.9	-2.6	11.1	-2.5	-1.5	-0.2	-6.9
O=S(=O)(Cc1ccc(Cl)cc1)Nc1ccc(Cl)cn1	-8.2	10.6	-0.6	-9.8	2.6	9.1	-1.4	0.8	4.3	5.3
O=C(c1ccccc1NS(=O)(=O)c1ccc(Br)s1)N1CCCC1	-10.6	20.3	0.0	3.2	0.1	-19.2	5.3	7.1	4.9	9.2
CCN(CC)C(=O)CSc1nc2c(sc(=S)n2-c2ccccc2)c(=O)n1Cc1ccco1	19.6	2.2	2.4	-12.4	-2.9	-12.0	6.0	4.5	3.1	-4.5
CC(C)(C)OC(=O)C[C@@H]1C/C=C\C[C@H](CC(=O)NCCO)C(=O)NC[C@H](c2ccccc2)OC1=O	-7.8	-7.3	0.1	-1.5	-0.7	.	3.1	4.5	.	-2.1
NC(=O)c1ccc(OCc2ccccc2)nc1	-4.5	-9.8	-0.5	.	-3.2	.	-0.2	2.2	.	2.6
CCCCCCC(=O)N/N=C1\CCCc2ccccc21	.	6.4	-2.0	-7.6	-6.1	-1.5	1.2	-3.4	2.2	5.8
CCCc1nnc(NC(=O)COc2ccc3c(c2)OCO3)s1	1.2	6.1	-4.6	-4.0	3.3	21.1	-12.3	5.0	-5.3	0.1
CCOc1ccc(C2C(C(=O)c3ccc(C)o3)=C(O)C(=O)N2CCCN(CC)CC)cc1 (centres undefined)	-9.1	3.4	-0.3	6.9	9.5	15.0	4.1	15.7	3.7	-0.2
COc1ccc(CC(NC(C)=O)C(=O)NC2CCN(S(=O)(=O)c3ccccc3)CC2)cc1OC (centres undefined)	-4.9	8.8	-0.1	4.0	2.2	17.2	0.5	8.9	3.1	-6.5
Cc1ccc(C)c(S(=O)(=O)N2CCN(c3ncccn3)CC2)c1	-5.0	6.4	-1.7	4.6	-6.6	-21.5	0.2	3.2	-1.7	-2.5
NS(=O)(=O)c1cccc(NC(=O)CN2C(=O)C(=O)N(Cc3ccccc3)C2=O)c1	6.8	5.2	-0.4	-1.6	-5.7	.	0.2	4.1	.	1.6

Only part of the results is shown; rates above refer to the full screens.
